pCIP destab = p/CIP-EGFP fusion destabilizers, primary screen, fluorescence, F442A cells. 16 h. decrease of EGFP signal, % at 10 µM. 290,000 compounds, 0.01% hits;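 active = EGFP signal decrease of at least 30% at 10 µM or well 3 SD below plate mean, unless failing retest; inactive = the rest, including hits failing retest or dose response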; also: some compounds called inactive have numbers as strong as hits; many of its hits are not listed in these tables
PHOSPHO1 inh = PubChem AID 1565; 290,000 compounds, 1.1% hits; inhibition, % at 13.3 µM; recombinant PHOSPHO1, absorbance phosphatase assay; in the data active = inhibition above about 60%
IDE cell activ = human IDE activators in live cells, primary screen, fluorescence polarization, HEK cells, FAbeta-B substrate; activation, % at 5.96 µM; Insulin-degrading enzyme (Homo sapiens), P14735; FAbeta-B cleavage; 0% vehicle, 100% cell-free pure enzyme wells; 340,000 compounds, 0.073% hits; AID 493087, 2011;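 active = activation above the mean of all tested compounds plus 3 SD, set per screening campaign, cut at about 17% in these data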
Target sequence (P14735 whole entry, looked up): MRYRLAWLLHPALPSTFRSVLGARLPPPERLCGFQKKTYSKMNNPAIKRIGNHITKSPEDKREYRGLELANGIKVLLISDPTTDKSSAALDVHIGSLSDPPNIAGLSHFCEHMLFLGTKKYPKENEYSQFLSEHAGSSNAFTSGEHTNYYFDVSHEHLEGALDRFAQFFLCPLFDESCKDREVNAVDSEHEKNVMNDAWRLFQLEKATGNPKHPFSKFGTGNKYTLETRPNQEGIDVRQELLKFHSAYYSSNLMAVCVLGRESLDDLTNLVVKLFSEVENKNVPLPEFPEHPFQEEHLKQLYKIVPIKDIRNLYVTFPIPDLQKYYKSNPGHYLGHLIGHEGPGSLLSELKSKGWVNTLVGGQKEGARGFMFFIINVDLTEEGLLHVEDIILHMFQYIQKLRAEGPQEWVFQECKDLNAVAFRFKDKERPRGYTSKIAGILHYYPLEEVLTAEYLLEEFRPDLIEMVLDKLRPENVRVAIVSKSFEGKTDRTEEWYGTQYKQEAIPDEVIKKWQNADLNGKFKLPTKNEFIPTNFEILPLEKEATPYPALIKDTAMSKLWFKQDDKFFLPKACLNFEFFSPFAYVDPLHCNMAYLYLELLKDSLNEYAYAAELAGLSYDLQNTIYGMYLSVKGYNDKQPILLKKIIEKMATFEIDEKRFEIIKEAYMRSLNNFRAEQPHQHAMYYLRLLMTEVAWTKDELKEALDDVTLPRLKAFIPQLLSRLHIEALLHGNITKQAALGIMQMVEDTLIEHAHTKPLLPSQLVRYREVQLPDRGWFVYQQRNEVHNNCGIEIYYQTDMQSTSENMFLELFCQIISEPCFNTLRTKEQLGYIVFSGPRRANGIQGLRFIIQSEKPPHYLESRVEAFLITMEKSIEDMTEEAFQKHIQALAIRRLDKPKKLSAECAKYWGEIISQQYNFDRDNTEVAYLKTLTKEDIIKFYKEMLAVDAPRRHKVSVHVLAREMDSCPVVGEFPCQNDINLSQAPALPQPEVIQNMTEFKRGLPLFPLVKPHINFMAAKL
SUMO HTRF inh = inhibitors of in vitro SUMOylation cascade, primary screen, biochemical, HTRF, uHTS; HTRF SUMOylation assay, SAE1/SAE2 + UBC9; inhibition, % at 35 µM; 290,000 compounds, 0.36% hits; in the data active = inhibition above about 50%, passing the limit was not always enough; also: strong numbers were not always called active
IMP-1 inh = IMP-1 metallo-beta-lactamase inhibitors, primary screen, biochemical, epi-absorbance readout, Pseudomonas aeruginosa enzyme; inhibition, % at 5.6 µM; purified IMP-1, nitrocefin hydrolysis, epi-absorbance fluorescence; 290,000 compounds, 0.45% hits; metallo-beta-lactamase IMP-1 (Pseudomonas aeruginosa); AID 1556, 2009;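 active = inhibition above the mean plus 3 SD of all compounds in the same screening run, cut at about 4.5% in these data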;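 also: 0% = IMP-1 with DMSO and 100% = DMSO wells lacking enzyme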
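System: Purified recombinant IMP-1 metallo-beta-lactamase enzyme | Measured by: Fluorescence quenching readout, ex 480/em 530 nm | Replication: Singlicate | Incubation: 15 min preincubation plus 25 min reaction at 25 °C | Evaluation: Percent inhibition from optical density relative to buffer-blank wells | Benchmarks: DMSO with and without IMP-1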
NS3 helicase inh = inhibitors of HCV NS3 helicase, primary screen, biochemical, Cy5 molecular beacon fluorescence. NS3 helicase DNA unwinding. Hepatitis C virus NS3 helicase. 290,000 compounds, 0.56% hits. inhibition, % at 10.9 µM;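 active = inhibition above the mean of all tested compounds plus 3 SD, set per campaign, cut at about 35% in these data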;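 also: 0% = DMSO wells and 100% = thioflavine S control wells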
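Compound dosing – single dose, 10.9 µM nominal final, DMSO 0.8% final · System – NS3 helicase fragment of HCV · Buffer or medium – MOPS pH 6.5, MgCl2, DTT, Tween20, BSA · Signal – Cy5 beacon fluorescence read at start and 1 h · Also added – annealed dual-labelled DNA beacon duplex, ATP-started · Schedule – 1 h at 25 °C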
FID counter = compounds displacing fluorescent DNA intercalator, primary screen, artefact control for HCV NS3 helicase inhibitor project, biochemical, FID fluorescence. DNA fluorescent intercalator displacement. inhibition, % at 7.9 µM. 290,000 compounds, 0.17% hits; in the data active = inhibition above about 37%;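 also: 0% = vehicle and 100% = reference compound; higher means more ethidium bromide displaced from hairpin DNA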
VIM-2 inhibitor = VIM-2 metallo-beta-lactamase inhibitors, primary screen, biochemical, epi-absorbance readout, Pseudomonas aeruginosa enzyme | 290,000 compounds, 0.89% hits | inhibition, % at 5.6 µM | purified VIM-2, nitrocefin hydrolysis, epi-absorbance fluorescence;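 active = inhibition above the mean of all tested compounds plus 3 SD, cutoff set per screening run, cut at about 7.5% in these data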;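 also: red hydrolysis product quenches plate fluorescence so inhibitors raise well fluorescence; 0% = enzyme with DMSO and 100% = DMSO without enzyme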
MEKK3 PB1 HTS = modulators of MEKK3-MEK5 PB1 binding, primary screen, biochemical, wildtype MEKK3, multiplex bead flow cytometry, Alexa488-MEK5; binding response (% of control), % at 10 µM; AID 1529, 2009; 290,000 compounds, 1.4% hits; bead-based flow cytometry, Alexa488-MEK5 binding to MEKK3; actives lie on both sides; 0 = blocked by unlabeled MEK5, 100 = vehicle;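 active = binding response more than 3 SD above or below the average of its plate-row segment, actives on both sides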;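 also: Alexa488 bead fluorescence after subtracting the streptavidin-only scavenger bead signal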
* = called active by the depositor; · = not tested or not shown. These rows are one share of the data; rates above refer to the full screens.

No. | mol | pCIP destab | PHOSPHO1 inh | IDE cell activ | SUMO HTRF inh | IMP-1 inh
1 | Cc1ccc(-n2c(-c3ccncc3)n[nH]c2=S)c(C)c1 | 2 | -102 | 4 | 26 | -2.1
2 | O=c1[nH]cnc2scc(-c3ccccc3)c12 | 2 | 1 | -1 | -9 | -3.5
3 | Cc1ccccc1OCCn1cc(/C(N)=N/O)c2ccccc21 | -3 | 3 | 0 | -25 | -2.1
4 | CCCCOC(=O)c1ccc(N2C(=O)CC(N3CCN(C/C=C/c4ccccc4)CC3)C2=O)cc1 (stereo unspecified) | -3 | -9 | 8 | -12 | -4.3
5 | CCC1CCCCN1C(=O)c1ccc([N+](=O)[O-])o1 (stereo unspecified) | -11 | 28 | 3 | 14 | -2.2
6 | COc1nc(NCc2cccnc2)nc(OC)n1 | -14 | 9 | 8 | 17 | -4.5
7 | N#Cc1c(N)sc(=S)c2c1CCN(Cc1ccccc1)C2 | 4 | 47 | · | 67* | ·
8 | Cc1ccc(SCCC(=O)NCc2ccncc2)cc1 | 4 | -1 | -1 | 7 | -2.6
9 | CCOC(=O)C1CCCN(C(=O)Cn2nc(CC)n3c(cc4sccc43)c2=O)C1 (stereo unspecified) | -13 | -13 | -7 | 2 | -4.1
10 | Cn1c(SCC(=O)C(C)(C)C)nnc1-c1ccncc1 | -6 | 10 | 0 | 12 | -3.5

No. | NS3 helicase inh | FID counter | VIM-2 inhibitor | MEKK3 PB1 HTS
1 | 4 | -8 | 0.5 | 80
2 | 5 | -6 | 0.4 | 88
3 | -27 | 4 | -2.6 | 103
4 | -5 | -21 | -3.1 | 111
5 | -16 | -5 | -2.6 | 98
6 | 7 | 0 | -4.6 | 100
7 | · | · | · | 89
8 | -1 | 2 | -1.0 | 99
9 | 3 | -28 | -1.1 | 103
10 | 7 | 1 | -4.8 | 104

Additional compounds:
No. | mol | pCIP destab | PHOSPHO1 inh | IDE cell activ | SUMO HTRF inh | IMP-1 inh
11 | CN(C(=O)CSc1nnc(Nc2ccccc2)s1)c1c(N)n(Cc2ccccc2)c(=O)[nH]c1=O | 0 | 58 | -2 | 5 | 0.1
12 | COC(=O)c1ccccc1NC(=O)C1CC(=O)N(c2ccc(C)c(C)c2)C1 (stereo unspecified) | -3 | 9 | -1 | 23 | -2.7
13 | Cc1ccc(S(=O)(=O)CC(=O)Nc2ccc(S(=O)(=O)Nc3ccccn3)cc2)cc1 | 2 | -14 | 0 | 1 | -1.3
14 | N#Cc1c(NC(=O)CN2CCCCC2)sc2c1CCC2 | 5 | -6 | -4 | -2 | -2.1
15 | Cc1cc[n+](CC2OCc3ccccc3CO2)cc1 | 0 | 39 | 2 | 13 | -1.8
16 | O=C(CSc1nnc(COc2ccccc2)n1Cc1ccco1)Nc1ccc2c(c1)OCCO2 | 0 | -11 | 1 | -6 | -1.6
17 | Cc1ccc(-n2c(C)cc(/C=N/NC(N)=S)c2C)cc1 | 8 | 18 | -6 | -32 | -3.2
18 | COc1cccc(CN2CCN(Cc3cccc(Oc4ccccc4)c3)CC2)c1OC | -7 | 42 | 3 | 8 | 3.9
19 | Cc1cccc(C)c1NC(=O)c1ccc([N+](=O)[O-])s1 | 0 | -20 | -3 | 0 | -2.9
20 | Cc1ccc(OCc2nc(-c3cccs3)no2)c([N+](=O)[O-])c1 | -2 | 16 | 8 | -6 | -2.8

No. | NS3 helicase inh | FID counter | VIM-2 inhibitor | MEKK3 PB1 HTS
11 | 5 | -34 | 0.7 | 85
12 | -3 | -21 | 0.4 | 131*
13 | 2 | -5 | -1.6 | 99
14 | 1 | -2 | -1.3 | 104
15 | 1 | 2 | -3.2 | 95
16 | -12 | -13 | 2.8 | ·
17 | -7 | -9 | -6.3 | 101
18 | -80 | 11 | 0.4 | 105
19 | -4 | 1 | -1.8 | 101
20 | -10 | 2 | -3.1 | 98

Next compounds follow:
No. | mol | pCIP destab | PHOSPHO1 inh | IDE cell activ | SUMO HTRF inh | IMP-1 inh
21 | CC(C)(C)c1cc(N)n2nc(C(C)(C)C)cc2n1 | 9 | 20 | 7 | 6 | 0.2
22 | Cc1sc2ncnc(N3CCN(S(=O)(=O)c4ccc(F)cc4)CC3)c2c1C | -4 | 28 | 2 | 2 | -1.9
23 | COCCNc1nnc(Cc2ccc(Cl)cc2)c(=O)[nH]1 | 1 | 24 | 7 | 16 | -3.4
24 | CCOc1ccccc1CN1CCCC(C(=O)Nc2cccc(-n3cccn3)c2)C1 (stereo unspecified) | -11 | 12 | -2 | 32 | -3.8
25 | COc1ccc(-n2nc(C(=O)NCC(=O)NCc3ccc(F)cc3)c3ccccc3c2=O)cc1OC | 2 | 22 | 2 | 23 | -2.5
26 | O=C(NNC(=S)Nc1cccc(Cl)c1)c1ccccc1 | 4 | -16 | 1 | -15 | -2.3
27 | COc1ccc(OC)c2c1sc(=NC(=O)C(C)(C)C)n2C | -3 | -1 | -2 | 13 | 3.6
28 | O=C(CN1CCN(c2ccccc2)CC1)Nc1ccc(-n2cnnn2)cc1 | 5 | 0 | -1 | -4 | -7.2
29 | COC(=O)c1sc(NC(C)=O)c(C(=O)OC)c1C | -3 | 10 | -5 | 10 | -3.2
30 | c1ccc(OCCN2CCN(Cc3nc(-c4ccc5c(c4)OCO5)no3)CC2)cc1 | -9 | 48 | -1 | -1 | -1.2

No. | NS3 helicase inh | FID counter | VIM-2 inhibitor | MEKK3 PB1 HTS
21 | 8 | 4 | 1.1 | 94
22 | 13 | -36 | -0.3 | 104
23 | 5 | -7 | -4.4 | 108
24 | -67 | 39* | -0.1 | 101
25 | -24 | -30 | -2.2 | 101
26 | 2 | -4 | -3.8 | 102
27 | -8 | -6 | 3.4 | ·
28 | 5 | -4 | -4.3 | 99
29 | 2 | -6 | -1.8 | 98
30 | -14 | 1 | -1.4 | 104

(list continues)
No. | mol | pCIP destab | PHOSPHO1 inh | IDE cell activ | SUMO HTRF inh | IMP-1 inh
31 | O=C(N/N=C/c1ccco1)c1cc(-c2ccncc2)nc2ccccc12 | -7 | · | 0 | 9 | -2.2
32 | CCCCN=CC1=C(O)CC(c2ccccc2)CC1=O (stereo unspecified) | 28 | -10 | 5 | -2 | -3.7
33 | CCC(=O)c1ccc(OCC(O)CNC2CCCC2)cc1 (stereo unspecified) | 4 | -6 | 2 | 17 | -1.3
34 | CCN(CC)CCNc1nc(SC)nc2sc3c(c12)CCN(C)C3 | 1 | · | -2 | 17 | -0.2
35 | O=C(CN1CCCCC1)Nc1cccc(Cl)c1Cl | 4 | 21 | -1 | 4 | -3.6
36 | [O-]C1=N/[N+](=C/c2ccccc2)CC1 | -6 | 14 | 8 | 16 | -3.1
37 | CC1=C(C(=O)N2CCOCC2)C(c2c(F)cccc2F)NC(=O)N1 (stereo unspecified) | 11 | -6 | 1 | 1 | -3.7
38 | O=Cc1ccccc1Oc1nc(N2CCOCC2)nc(N2CCOCC2)n1 | -11 | 15 | 3 | 13 | -1.5
39 | CCc1ccc(N(CC(=O)NC2CCCCC2)S(=O)(=O)c2c(C)noc2C)cc1 | -4 | -4 | 3 | -4 | -3.4
40 | CSc1nnc2c(n1)OC(C)=Nc1ccccc1-2 | -1 | -14 | -1 | -8 | -2.4

No. | NS3 helicase inh | FID counter | VIM-2 inhibitor | MEKK3 PB1 HTS
31 | 8 | -15 | -2.5 | 102
32 | 15 | -14 | -3.5 | 112
33 | 6 | 2 | -2.5 | 108
34 | 4 | 27 | 11* | 107
35 | 11 | 4 | -4.4 | 98
36 | 11 | 1 | -0.2 | 111
37 | 9 | -5 | -3.4 | 100
38 | 3 | 1 | -1.3 | 100
39 | 0 | 1 | -3.4 | 107
40 | 5 | 0 | 11* | 103

Ordered by molar mass (low to high): 9 of the compounds above.
No. | mol | pCIP destab | PHOSPHO1 inh | IDE cell activ | SUMO HTRF inh | IMP-1 inh
5 | CCC1CCCCN1C(=O)c1ccc([N+](=O)[O-])o1 (stereo unspecified) | -11 | 28 | 3 | 14 | -2.2
32 | CCCCN=CC1=C(O)CC(c2ccccc2)CC1=O (stereo unspecified) | 28 | -10 | 5 | -2 | -3.7
10 | Cn1c(SCC(=O)C(C)(C)C)nnc1-c1ccncc1 | -6 | 10 | 0 | 12 | -3.5
26 | O=C(NNC(=S)Nc1cccc(Cl)c1)c1ccccc1 | 4 | -16 | 1 | -15 | -2.3
27 | COc1ccc(OC)c2c1sc(=NC(=O)C(C)(C)C)n2C | -3 | -1 | -2 | 13 | 3.6
30 | c1ccc(OCCN2CCN(Cc3nc(-c4ccc5c(c4)OCO5)no3)CC2)cc1 | -9 | 48 | -1 | -1 | -1.2
13 | Cc1ccc(S(=O)(=O)CC(=O)Nc2ccc(S(=O)(=O)Nc3ccccn3)cc2)cc1 | 2 | -14 | 0 | 1 | -1.3
4 | CCCCOC(=O)c1ccc(N2C(=O)CC(N3CCN(C/C=C/c4ccccc4)CC3)C2=O)cc1 (stereo unspecified) | -3 | -9 | 8 | -12 | -4.3
16 | O=C(CSc1nnc(COc2ccccc2)n1Cc1ccco1)Nc1ccc2c(c1)OCCO2 | 0 | -11 | 1 | -6 | -1.6

No. | NS3 helicase inh | FID counter | VIM-2 inhibitor | MEKK3 PB1 HTS
5 | -16 | -5 | -2.6 | 98
32 | 15 | -14 | -3.5 | 112
10 | 7 | 1 | -4.8 | 104
26 | 2 | -4 | -3.8 | 102
27 | -8 | -6 | 3.4 | ·
30 | -14 | 1 | -1.4 | 104
13 | 2 | -5 | -1.6 | 99
4 | -5 | -21 | -3.1 | 111
16 | -12 | -13 | 2.8 | ·

Later entries
No. | mol | pCIP destab | PHOSPHO1 inh | IDE cell activ | SUMO HTRF inh | IMP-1 inh
41 | O=C(NC1CCCC1)c1ccc(CS(=O)(=O)Cc2ccccc2Cl)o1 | -10 | 24 | 2 | · | 0.0
42 | COc1ccc(OC)c(NC(=O)CSc2nnc(CNC(=O)COc3ccc(Cl)cc3)o2)c1 | -24 | 16 | 3 | 4 | -5.7
43 | O=C1NC(c2ccccc2)(C(F)(F)F)C(=O)N1Cc1cccnc1 (stereo unspecified) | 6 | 36 | 4 | 3 | -4.7
44 | COc1ccc(OC)c(/C=N\NC(=O)c2c(C)nc3cc(C)ccn23)c1 | -2 | 5 | -4 | 34 | -3.1
45 | COC(=O)c1ccc(NC(=O)CNC(=O)C2CCCCC2)cc1 | 0 | 0 | 3 | 16 | -6.5
46 | CN(NC(=O)c1c(Cl)cccc1Cl)c1cccc(Cl)n1 | 1 | 36 | 5 | 9 | -1.6
47 | CNc1cc([N+](=O)[O-])ccc1N/C=C/C(=O)c1ccc2c(c1)OCO2 | 4 | 0 | 2 | -2 | -1.9

No. | NS3 helicase inh | FID counter | VIM-2 inhibitor | MEKK3 PB1 HTS
41 | 8 | -26 | -1.0 | 102
42 | -7 | -30 | -3.0 | 104
43 | 5 | -3 | -3.4 | 89
44 | 2 | -22 | -1.6 | 106
45 | -14 | -8 | -2.5 | 103
46 | -1 | -2 | -1.4 | 98
47 | -7 | 1 | -0.2 | 90
